From PubChem
GLP-1R inv ag – acts as inverse agonist at human GLP-1 receptor; HEK293 GLP-1R CRE-luciferase, luminescence, 24 h; GLP-1R form is constitutively active; 1.6% of 410,000 active; Potency, µM (top dose mostly 38.3 µM), for the others: at the top dose activity change, negative = inhibition, usual class: inhibitors; P43220; note: potency is the fitted concentration of half-maximal effect; % is set by controls: 0 for no effect and ±100 for the full control effect; nearly all actives have a fitted effect of over 55% in size
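Cells are plated, allowed 12 hours at 37 deg C, then treated with compounds for 24 hr before luciferase detection reagent is added and luminescence is read after 12 min at room temperature. The HEK293 line carries constitutively active GLP-1R with a cAMP-responsive reporter.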
PI5P4Ka inh – blocks human PI5P4K alpha kinase activity. P48426. PI5P4Kalpha enzyme, ADP-Glo luminescence, 60 min; active compounds read low. max response, %. 1.2% of 330,000 active; active = max response of -50% or lower; inconclusive = between -30% and -50%; inactive = -30% or higher; note: value at the top dose of about 77 µM; % is set by controls: 0 for no effect and ±100 for the full control effect
Target sequence (P48426 whole entry, looked up): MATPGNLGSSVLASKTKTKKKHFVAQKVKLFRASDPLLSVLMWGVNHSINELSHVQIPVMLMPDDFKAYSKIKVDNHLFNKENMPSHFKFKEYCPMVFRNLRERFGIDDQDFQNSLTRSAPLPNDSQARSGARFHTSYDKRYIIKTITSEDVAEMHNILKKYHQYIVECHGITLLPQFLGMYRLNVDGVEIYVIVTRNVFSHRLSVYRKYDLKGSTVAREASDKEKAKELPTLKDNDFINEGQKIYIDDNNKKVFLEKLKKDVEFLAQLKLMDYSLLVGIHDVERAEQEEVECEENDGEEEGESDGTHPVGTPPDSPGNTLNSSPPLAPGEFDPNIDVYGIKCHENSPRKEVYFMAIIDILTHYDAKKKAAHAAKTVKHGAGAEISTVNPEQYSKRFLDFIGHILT
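Quantitative HTS of the MLSMR library against PI5P4Kalpha with substrate. ATP added last at 5 microM final; room temperature, 60 minutes. Remaining ATP depleted, ADP converted and read as luminescence.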
PLK1 PBD block – PLK1 (human) polo-box domain binding inhibition; Potency, µM, for the others: max response, negative = inhibition, most hits filed as inhibitors; P53350; Plk1 PBD binding of FITC phosphopeptide, fluorescence polarization; 2.8% of 360,000 active; AID 720504; note: potency is the fitted concentration of half-maximal effect; series mostly up to about 57 µM; % is set by controls: 0 for no effect and ±100 for the full control effect; nearly all actives have a fitted effect of over 65% in size
Target sequence (P53350 whole entry, looked up, the tested form may be a part): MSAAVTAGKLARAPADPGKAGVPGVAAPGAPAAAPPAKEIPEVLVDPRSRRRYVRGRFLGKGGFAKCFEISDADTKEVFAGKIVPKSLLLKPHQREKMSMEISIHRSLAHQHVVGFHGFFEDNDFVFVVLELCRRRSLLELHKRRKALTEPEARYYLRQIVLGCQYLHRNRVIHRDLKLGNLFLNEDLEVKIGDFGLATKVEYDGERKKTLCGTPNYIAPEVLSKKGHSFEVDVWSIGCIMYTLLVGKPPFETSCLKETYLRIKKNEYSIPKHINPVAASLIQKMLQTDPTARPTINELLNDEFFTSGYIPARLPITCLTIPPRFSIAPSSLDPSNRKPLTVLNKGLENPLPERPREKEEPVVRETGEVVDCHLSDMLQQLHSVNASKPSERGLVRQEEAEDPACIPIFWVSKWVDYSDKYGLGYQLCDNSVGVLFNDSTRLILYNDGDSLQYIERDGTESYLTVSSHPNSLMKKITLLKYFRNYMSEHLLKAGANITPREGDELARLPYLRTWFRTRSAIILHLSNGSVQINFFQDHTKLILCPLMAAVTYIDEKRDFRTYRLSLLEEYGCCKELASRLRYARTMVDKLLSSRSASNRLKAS
EPAC1 ag – activates human EPAC1 exchange factor; O95398; 0.073% of 360,000 active; Potency, µM (titrated, usually from 154 µM), inactives show top-dose activation, most hits filed as activators; EPAC1 agonist qHTS, biochemical assay; response scale: 100% = response to 6.5 mM cAMP; note: potency is the fitted concentration of half-maximal effect; nearly all actives have a fitted effect of over 60% in size
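Read-out is the fluorescence drop as BODIPY-GDP leaves Rap1B (480 nm excitation, 540 nm emission), recorded every 5 minutes over 30 minutes. Reactions held 100 nM EPAC1, 250 nM Rap1B–BODIPY-GDP and 50 uM GDP, with 6.5 mM cAMP setting full activation.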
IL-2 act – IL-2 activation; IL-2 activation reporter assay, cell-based qHTS; stimulated with anti-CD3/CD4/CD28 beads; in transgenic mouse T cells; activation, % (series mostly up to about 46 µM); 0.065% of 360,000 active; in the data active = activation above about 50%; inconclusive = mostly about 30% to 49%; note: 0% is about no effect
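Unstimulated transgenic mouse T cells preincubated 60 min with compound, then stimulated with anti-CD3/anti-CD4-coated beads plus anti-CD28 for 18 h at 37 degrees C. IL-2 response read as EGFP and DsRed fluorescence by plate cytometry.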
HEK293 tox – cytotoxic in the GLP-1 receptor inverse agonist counter-screen | 0.13% of 410,000 active | HEK293 cAMP-luciferase reporter cells, luminescence, 24 h | Potency, µM (top dose mostly 38.3 µM), without a hit: at the highest dose activity change, negative = inhibition, actives largely listed as inhibitors;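 note: loss of luciferase light is scored as toxicity; potency is the fitted concentration of half-maximal effect; % is set by controls: 0 for no effect and ±100 for the full control effect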
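A 23 nL compound transfer followed 12 hours of cell culture at 37 deg C; exposure then lasted 24 hr. Luciferase assay detection reagent was dispensed and plates read for luminescence after a 12 min room-temperature wait.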
EPAC1 antag – EPAC1 (human) antagonism. O95398. EPAC1 GEF assay, Rap1b-BODIPY-GDP exchange fluorescence. Potency, µM (doses to about 115 µM), for inactives: top-dose activity change, negative = inhibition, usual class: inhibitors. 0.14% of 360,000 active. AID 720709;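 note: potency is the fitted concentration of half-maximal effect; plate controls were vehicle for no effect and positive control for full effect; nearly all actives have a fitted effect of over 50% in size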
GLP1R ag – GLP-1 receptor (human) agonism | P43220 | HEK293 GLP-1R CRE-luciferase, luminescence, 4-6 h; cells express a hypersensitive GLP-1R form | Potency, µM (series often up to 45.6 µM), without a hit: top-dose activation, actives largely listed as activators | 0.007% of 380,000 active | AID 624172; note: potency is the fitted concentration of half-maximal effect; % of control where 0% means no effect
PTHR1 agonist – PTHR1 (human) receptor agonism; Q03431; HEK293 GP2 PTHR1 cells, GloSensor cAMP luminescence, 1 h; Potency, µM (series often up to 115 µM), inactives show at the highest dose activation, actives largely listed as activators; 0.075% of 410,000 active; note: potency is the fitted concentration of half-maximal effect; nearly all actives have a fitted effect of over 55% in size; some results filed as inactive show a strong effect at the top dose; inactives centre near -15; many of its hits are not listed in these tables
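HEK-293-derived GP2 cells expressing PTHR1 and a GloSensor cAMP reporter, 3,000/well, plated overnight, given luciferin plus IBMX (each 0.5 mM as added) for 1 h at 37 °C, then compound for 1 h at 37 °C. Luminescence was read after 15 min at room temperature.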
An asterisk follows results filed as active; i = inactive; ? = inconclusive; . = not tested or not shown; [ ] = dose if it differs, or a comment. Unless noted, calls come from the whole dose curve; as a rule, active = well fitted curve in the direction sought with a large enough effect; inconclusive = small, poorly fitted or top-dose-only effect, or another doubt; inactive = no such curve, though single readings can be large; an effect the other way counts as inactive or inconclusive.

| Structure | GLP-1R inv ag | PI5P4Ka inh | PLK1 PBD block | EPAC1 ag | IL-2 act | HEK293 tox | EPAC1 antag | GLP1R ag | PTHR1 agonist |
| --- | --- | --- | --- | --- | --- | --- | --- | --- | --- |
| CS(=O)(=O)NCC(c1cccnc1)N1CCN(c2ccc(F)cc2)CC1 (stereo not given) | 18% | -6 | 0% | 2% | 0.9 | 1% | 8% | -6% | i |
| Cc1nc(Oc2ccccc2)c2oc3ccccc3c2n1 | ? | 9 | 3% | 8% | 0.3 | -2% | 7% | 26% | -17%[57.5 µM] |
| CC(C)CCn1c(=O)c2sccc2n2c(CCCC(=O)N3CCC(N4CCCCC4)CC3)nnc12 | 8% | 1 | -11% | 1% | 1.5 | 4% | -21% | -7% | -2% |
| CCOc1cc(NC(=O)c2ccccc2OC)c(OCC)cc1NC(=O)c1ccccc1 | 14% | -10 | 0% | 7% | -0.1 | -16% | 8% | -6% | i |
| CCN(CC)c1ccc(NC(=O)CCNS(=O)(=O)c2ccc3c(c2)CCC(=O)N3)c(C)c1 | 0% | 7 | -10% | -2% | -0.1 | 4% | 1% | 4% | i |
| Cc1cccc2sc(NC(=O)CCNS(=O)(=O)c3cccs3)nc12 | 0% | . | -9% | 10% | -1.8 | -12% | -22% | -12% | -36%[inhibitor] |
| CN1CCN(C(=O)c2cnn3c2NC(c2ccccc2)CC3C(F)(F)F)CC1 (stereo not given) | -15% | -2 | 1% | 0% | -0.8 | -9% | -9% | 2% | i |
| O=C(c1ccccc1)N1N=C(c2ccccc2)CC1(O)C(F)(F)F (stereo not given) | ? | 1 | -8% | 5% | 0.1 | -15% | -4% | 12% | -7% |
| CC1CC(C)CN(S(=O)(=O)c2ccc3c(c2)n(C)c(=O)c(=O)n3C)C1 (stereo not given) | 60%[activator] | -5 | 0% | 0% | 1.1 | -2% | -3% | 0% | -1% |
| O=C(CCNC(=O)c1ccc(Cl)cc1)Nc1ncccc1O | 4% | -1 | -17% | 9% | -3.8 | -1% | 0% | 6% | 26% |
| CCN(CC(=O)NCc1ccc(Cl)cc1)S(=O)(=O)c1ccc(NC(C)=O)cc1 | 13% | -1 | -1% | 2% | 0.5 | 0% | -27% | 0% | i |
| COc1ccc(CN(C)C(=O)c2ccc(NS(=O)(=O)c3ccc4[nH]c(=O)[nH]c4c3)cc2)c(OC)c1 | 17% | -4 | 1% | -2% | -1.4 | -9% | -27% | -1% | -17% |
| Cc1ccc(OCc2cc(C(=O)N(C)CCn3ccnc3C)no2)cc1C | ? | 0 | 3% | 3% | -1.5 | 4% | 14% | 0% | -15% |
| Cc1cccc(C)c1OCC(O)CN(Cc1ccccc1O)C1CCCCC1 (stereo not given) | ? | 12 | 2% | 13% | -2.6 | -31% | -28% | 4% | i |
| CSc1ncccc1C(=O)OCC(=O)c1[nH]c(C)c(C(C)=O)c1C | 34%[activator] | -1 | -15% | 0% | -0.7 | 1% | -17% | -2% | ? |
| CCOC(=O)N/N=C\c1ccccc1OC/C=C/c1ccccc1 | ? | 2 | -13% | 7% | -4.6 | -12% | 6% | 13% | -15% |
| CC(C)(C)NC(=O)COC(=O)CCC(=O)c1ccc(Cl)cc1 | -3%[7.66 µM] | 3 | -10% | 11% | -0.4 | -2%[7.66 µM] | -9% | 4% | i |
| CCOc1ccc(-c2nc(N)ncc2-c2ccc(OC)cc2)c(O)c1 | -19% | -26 | -2% | 4% | -0.5 | -17% | -21% | 20% | -21% |
| COc1ccc(CN2C(=O)CCC2(C)c2nnnn2-c2ccc3c(c2)OCCO3)cc1 (stereo not given) | 10% | -2 | -5% | 12% | -0.3 | 2% | 10% | 2% | i |
| CCOC(=O)C(C)(C)Oc1cccc2c1S(=O)(=O)c1ccccc1-2 | 2% | -5 | 5% | -9% | -1.2 | -7% | -9% | 0% | -36%[inhibitor] |
| O=C(CSc1nc2[nH]ncc2c(=O)n1-c1ccccc1)c1ccc2c(c1)OCCO2 | ? | -6 | -2% | 2% | -1.6 | -28% | 9% | 3% | i |
| COc1ccc(NC(=O)[C@@H]2[C@@H]3C(=O)N(C4CCCCC4)C(=O)[C@@H]3C3c4ccccc4C=CN32)cc1 (stereo not given in full) | -16% | -18 | 12% | 3% | 1.4 | -1% | -1% | -2% | i |
| CCn1c(CC(=O)Nc2ccc(F)cc2)nnc1SCC(=O)NC1CCCC1 | 9% | 1 | -11% | -1% | 1.2 | 8% | 4% | 1% | -26% |
| CC(C)(C)c1ccc(C(=O)Nc2cccc(-n3cnnn3)c2)cc1 | ? | 4 | -2% | -5% | 0.7 | 1% | -33% | 4% | -1% |
| CCOC(=O)C1=NN(c2ccc(Cl)cc2)C(=O)C1 | 6% | 1 | -22% | -5% | -1.6 | 2% | ? | -7% | -37%[inhibitor] |
| COC(=O)N/N=C/c1sc(N2CCCCC2)nc1-c1cccs1 | -12% | 1 | 0% | 3% | 1.8 | -4% | -11% | 3% | -31%[inhibitor] |
| COC(=O)CCCC1=CC2=C(c3ccccc3)C(=O)C(C)(OC(=O)C3CCCC3)C(=O)C2=CN1C1CCCCC1 (stereo not given) | ? | -6 | -4% | 12% | -0.4 | -27% | -16% | 17% | 2% |
| COc1cccc(C2CC(c3cccc(Br)c3)n3nc(N)nc3N2)c1 (stereo not given) | -9% | -6 | -7% | 9% | -3.4 | -3% | 0% | -4% | -7% |
| CCOC(=O)c1ccn(S(=O)(=O)c2ccc(C)cc2)c1-c1ccccc1 | ? | 13 | -4% | -5% | -0.5 | 20% | -23% | 12% | -13% |
| CCN(CC)CCSc1nnc2c3ccccc3n(Cc3ccccc3)c2n1 | ? | -2 | -13% | 1% | -2.6 | ? | -6% | 9% | ? |
| O=C(NC(=S)Nc1ccc(N2CCCC2)cc1)c1ccccc1[N+](=O)[O-] | -16% | 8 | -8% | -9% | 1.8 | -15% | -9% | 0% | 0% |
| COc1cc(/C=C2/C(=O)N(c3ccc(Br)cc3)N=C2C)cc(OC)c1OC | 5% | 7 | 1.3µM* | 3% | -2.6 | -21% | -17% | 2% | -22% |
| Cc1ccc(C(=O)CCC(=O)Nc2cccc(C)c2)cc1 | ? | 4 | 1% | -18% | -2.5 | -25% | 4% | -2% | i |
| COc1ccc(S(=O)(=O)NNc2nc(C)cc(C)n2)cc1Br | 10% | -7 | -29% | -3% | 3.5 | 0% | -10% | -3% | i |
| CC(C)(C)S(=O)(=O)/C(C#N)=N/Nc1ccc(S(N)(=O)=O)cc1 | -18% | -1 | 0% | 7% | 0.7 | -27% | -14% | -4% | i |
| CC1CCCCC1NC(=O)c1ccco1 (stereo not given) | -25% | 3 | -7% | -7% | 3.8 | 2% | -16% | 7% | -21% |
| CCc1noc(C)c1C(=O)Nc1sc(C(=O)N(C)C)c(C)c1C(=O)OC | 5% | -1 | 3% | -2% | -4.0 | -1% | 11% | 6% | i |
| CC1CCN(C(=O)C2CCN(S(=O)(=O)c3cccc4nonc34)CC2)CC1 | 2% | . | 2% | -7% | -0.7 | 4% | 13% | -4% | i |
| C=CCN(CC=C)C(=O)CN1C(=O)NC(c2ccccc2)(c2ccccc2)C1=O | ? | 2 | -1% | -7% | -1.9 | -12% | -17% | 3% | -4% |
| CCn1c(=O)c2sccc2n2c(CCC(=O)Nc3ccc(C(C)C)cc3)nnc12 | -10% | . | . | . | . | -9% | . | 2% | -3% |
| CN1CC(=O)NC1=NC(=O)C12CC3CC(CC(C3)C1)C2 | ? | -5 | 1% | 4% | 0.1 | -15% | 4% | -1% | i |
| Cc1cccc(N=C2NC(=O)c3cc([N+](=O)[O-])ccc32)c1 | 21% | 0 | -7% | 7% | -2.5 | 0% | ? | 3% | -10% |
| C[C@H](CO)N1C[C@H](C)[C@@H](CN(C)Cc2ccncc2)Oc2c(cccc2N(C)C)C1=O | -1% | -2 | -12% | 1% | -0.2 | -2% | 3% | 6% | i |
| Cc1nc2ccc(Cl)cc2c(-c2ccccc2F)c1CC(=O)O | 3% | -10 | -6% | -4% | -0.6 | 6% | -17% | -2% | i |
| COc1ccc(N(CC(O)Cn2cnc3ccccc32)S(=O)(=O)c2ccc(C)cc2)cc1 (stereo not given) | ? | 0 | -2% | 2% | -0.5 | -14% | -4% | -3% | i |
| Cc1ccc(-n2nnc3c(=O)n(CC(=O)NCC4CCCO4)cnc32)cc1 (stereo not given) | 6% | . | 0% | -1% | -3.8 | -2% | 12% | -7% | i |
| COCCCn1c(SCC(=O)NC2CCCC2)nnc1-c1ccco1 | -4% | . | -3% | 0% | -0.7 | 10% | 2% | -2% | i |
| O=[N+]([O-])c1ccc(OCCCOc2cccc3cccnc23)cc1 | -17% | 12 | -4% | 5% | -2.5 | 12% | -9% | 1% | -2% |

2 compounds from above, showing only HEK293 tox and PLK1 PBD block:
compound	HEK293 tox	PLK1 PBD block
O=[N+]([O-])c1ccc(OCCCOc2cccc3cccnc23)cc1	12%	-4%
C[C@H](CO)N1C[C@H](C)[C@@H](CN(C)Cc2ccncc2)Oc2c(cccc2N(C)C)C1=O	-2%	-12%

(more compounds)
| Structure | GLP-1R inv ag | PI5P4Ka inh | PLK1 PBD block | EPAC1 ag | IL-2 act | HEK293 tox | EPAC1 antag | GLP1R ag | PTHR1 agonist |
| --- | --- | --- | --- | --- | --- | --- | --- | --- | --- |
| O=C1C2CCCN2C(c2ccc(F)cc2)N1c1cccc(Cl)c1 (stereo not given) | ? | -1 | -13% | -10% | -2.0 | -6% | ? | -6% | i |
| CCCC(=O)N1CCC1(C)C(=O)Nc1cc(C)ccc1C (stereo not given) | 17% | -2 | -2% | -1% | -0.3 | -10% | -16% | 1% | i |
| N=c1nc(SCCC(=O)O)ss1 | 0% | 0 | -22% | -6% | -1.5 | 3% | ? | 4% | 23% |
| CCOCCCNC(=O)c1ccc(NC(C)=O)cc1 | 9% | 1 | -17% | 6% | 3.6 | 76%[activator] | -5% | 3% | i |
| O=C1CC(Nc2ccccc2)C(=O)N1CCc1ccccc1 (stereo not given) | ? | 1 | 0% | -5% | -0.5 | -15% | 18% | 11% | -20% |

Not all compounds are listed, so the mix of outcomes need not match the whole.
